# High-throughput results (PubChem)
# MT stabilize HCS = microtubule stabilization, imaging screen; actives 0.83% (n = 200,000); HeLa tubulin immunostaining HCS, 24 h; share of cells brighter than vehicle mean+2SD; AID 2205; % tubulin-high responders, % at 10 µM;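 active = plate Z-score above 3 for both tubulin-high and condensed-nucleus cell shares, with cell loss under 80%, at 10 µM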;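 note: anti alpha tubulin signal scored within the nucleus-defined area of each cell; some results filed as inactive read as strong as hits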
# Insulin prom up = MIN6 insulin promoter up-regulation; actives 0.3% (n = 190,000); z-score at 5 µM; MIN6 insulin promoter-GFP reporter, high-content imaging; hits give high values;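 active = z-score above 3 at 5 µM with at least 500 cells counted in the well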
# Myeloid diff 2 = myeloid differentiation induction | ER-HoxA9 myeloid progenitors, lysozyme-GFP differentiation, flow cytometry | calls only at 10 µM | actives 1% (n = 360,000);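 active = normalized GFP-positive differentiation at or above the plate's own cutoff, the solvent-only control mean plus 3 SD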;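 note: cells exposed to compound for four days before flow analysis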
# Dynein cargo inh = dynein cargo transport inhibition; 3617.4 mouse cells, GR-EGFP nuclear translocation imaging; test concentration mostly 20 µM; stimulated with dexamethasone, 1 µM; hits give low values; z-score, hits read low; actives 0.47% (n = 220,000);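 active = plate z-score of nuclear minus cytoplasmic receptor signal below a set negative limit, without overly bright fluorescence or cell loss, cut at about -3.5 in these data, passing the limit was not always enough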;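 note: z-score of nuclear minus cytoplasmic ring GR-EGFP intensity difference per well; some compounds called inactive have numbers as strong as hits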
#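 Buffer or medium: tet-free medium with charcoal-stripped serum / Also added: dexamethasone agonist, 1.0 µM final, for 30 min / Timing: induction 48 h, compound 1 h, agonist 30 min / Measured by: high-content fluorescence imaging after fixation / Read-out: nuclear-to-cytoplasmic GR-EGFP distribution per well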
# PMI inhibitors = MPI enzyme activity inhibition – biochemical, fluorescence intensity, coupled assay, primary screen (AID 1209); purified PMI enzyme, coupled fluorescence intensity; higher % means a stronger effect; inhibition, % at 20 µM, or IC50 in µM where a hit was titrated; actives 0.42% (n = 190,000); in the data active = inhibition above about 50%;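 note: plate controls were DMSO vehicle for no effect and wells lacking substrate for full effect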
# Lipid droplet = modulators of hepatic lipid droplet formation; inhibition, % at 6.5 µM; AML12 mouse hepatocytes, oleate lipid droplets, BODIPY imaging; actives 0.4% (n = 240,000);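 active = lipid droplet intensity inhibited by at least 50%, with more than 500 cells counted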
#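 Assay system: AML12 hepatocytes (mouse); Probe or stimulus: oleic acid at 100 µM to induce lipid droplet formation; Dosing: compound at 6.5 µM only; Schedule: compound with oleate, overnight; Detection: fluorescence imaging, 20x objective, two fields per well; Measure: % inhibition of lipid droplet signal.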
# T cell modulator = modulates CD8 T cell binding to vesicles; 2C CD8+ T cell-vesicle binding, flow cytometry; hits give low values; calls only at 7 µM; actives 0.068% (n = 330,000); AID 2052;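 active = response, share of CD8 T cells binding vesicles, and their 90th percentile fluorescence all below set limits, cut at about 80% in these data, passing the limit was not always enough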
#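 Material: 2C TCR transgenic mouse naive CD8+ T cells, MACS-purified. Also added: QL9-charged Drosophila Ld/ICAM-1/B7-1 vesicles. Timing: binding 1.5 h at 37 °C. Measured by: high-throughput flow cytometry with anti-B7-1 and anti-CD8 staining. Read-out: percent CD8+ FL2 mean versus row control. Controls: Unloaded micro-vesicles (low), QL9 vesicles with 0.7% DMSO (high).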
# TNAP activation fold = human TNAP enzyme activators, primary screen, biochemical, luminescent, no phosphate acceptor, uHTS (AID 1001); actives 0.03% (n = 200,000); purified TNAP, luminescent activation assay, no phosphate acceptor; higher activation fold means a stronger effect; activation fold at 20 µM, or EC50 in µM where a hit was titrated; in the data active = activation fold from about 3, or a potency from the dose series; inactive = the rest, 99 in 100 with activation fold below about 1.6; note: many of its hits are not listed in these tables
# bCat nuc transl = alters nuclear translocation of beta-catenin in HeLa cells; immunofluorescence imaging; nuclear translocation activity, % at 5 µM; actives 0.3% (n = 190,000); AID 1665;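 active = nuclear translocation activity above 50% at 5 µM, with a well cell count of 50 or more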;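 note: per-cell ratio of nuclear to cytoplasmic median beta-catenin stain intensity; plate controls were DMSO negative control for no effect and GSK-3 inhibitor IX positive control for full effect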
#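 Read-out: Nuclear/cytoplasmic beta-catenin signal ratio, % activation | Assay system: Human HeLa cell line | Times: 24 h compound exposure at 37°C, 5% CO2 | Signal: Fluorescence imaging of beta-catenin antibody stain plus DAPI | Dosing: 5 µM primary, 0.02–20 µM confirmation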
# Dynein cargo inh cytoplasmic EGFP = further read-out of Dynein cargo inh, marked with its call; z-score; measured here: cytoplasmic GR-EGFP intensity; hits give high values
# Dynein cargo inh nuclear GR-EGFP = also measured in Dynein cargo inh; calls as there; z-score; measured here: nuclear GR-EGFP intensity;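 lower value marks the stronger effect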
# Dynein cargo inh cell count = recorded beside Dynein cargo inh, whose call it bears; z-score; measured here: cell count per field
# Insulin prom up cell count = also measured in Insulin prom up; calls as there; cell count; measured here: cytotoxicity, nuclei count;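 total cells summed across four imaged fields per well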
# Lipid droplet cells 6.5 µM = also measured in Lipid droplet; calls as there; cell count; measured here: cell count, cytotoxicity flag;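 cells counted across two imaged fields per well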
# bCat nuc transl cell count 5 µM = recorded beside bCat nuc transl, whose call it bears; cell count; measured here: cell count, cytotoxicity flag
# T cell modulator vesicle-bound % = also measured in T cell modulator; calls as there; double positive events, %; measured here: CD8+ vesicle-bound cell fraction;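 binding gate set so that unloaded-vesicle control wells show 10% double positive cells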
# MT stabilize HCS Hoechst-high % = also measured in MT stabilize HCS; calls as there; % Hoechst-high responders; measured here: nuclear condensation Hoechst responders;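 share of cells brighter than vehicle mean plus two SD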
# MT stabilize HCS cytotoxicity % = also measured in MT stabilize HCS; calls as there; toxicity, %; measured here: cytotoxicity by cell density;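 0% = mean cell density of plate MIN control wells and 100% = no cells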
# Myeloid diff 2 GFP+ MAC1+ % = further read-out of Myeloid diff 2, marked with its call; GFP+ MAC1+ double positive, %; measured here: differentiation confirmed by MAC1 staining
# * marks the source's active call; other numbers are inactive results; i = inactive; · = no result given; + = active, no number.
SMILES,MT stabilize HCS,MT stabilize HCS Hoechst-high %,MT stabilize HCS cytotoxicity %,Insulin prom up,Insulin prom up cell count,Myeloid diff 2,Myeloid diff 2 GFP+ MAC1+ %,Dynein cargo inh,Dynein cargo inh cytoplasmic EGFP,Dynein cargo inh nuclear GR-EGFP,Dynein cargo inh cell count,PMI inhibitors,Lipid droplet,Lipid droplet cells 6.5 µM,T cell modulator,T cell modulator vesicle-bound %,TNAP activation fold,bCat nuc transl,bCat nuc transl cell count 5 µM
COc1ccc(CCNC(=O)C2CCN(S(=O)(=O)c3c(C)noc3C)CC2)cc1OC,1.8,1.1,7.8,-0.71,1225,i,1.4,0.14,-0.19,0.0086,0.042,8%,7,782,i,13,1.1,0.8,1194
CCC(NC(=O)Nn1cnnc1)(C(F)(F)F)C(F)(F)F,1.8,1.7,3.3,0.89,1228,i,0.7,0.097,-0.16,0.26,1.2,6%,13,746,i,52,1.1,-0.2,1050
Cc1csc(NC(=O)CCn2c(=O)oc3ccccc32)n1,3.1,1.5,1.1,·,·,i,1.4,-0.67,-0.2,-0.7,0.68,-5%,-13,708,i,48,1.1,-2.9,1211
CCN(CC)S(=O)(=O)c1cccc(NC(=O)CN2C(=O)c3ccc([N+](=O)[O-])cc3C2=O)c1,2.8,2.9,0.6,-0.47,1555,i,0.7,0.18,-0.22,0.38,-0.98,9%,-1,632,i,44,1.2,-2.2,1145
CC(=O)N1c2ccccc2C(CBr)=CC1(C)C,·,·,·,0.51,1303,i,0.3,-5.2*,0.69*,-2.4*,1.8*,·,5,706,i,28,·,-3.5,1211
CCc1ccccc1Nc1nc(N)nc(CSc2nnc3ccccn23)n1,10,0.9,2.8,-0.17,1195,i,0.8,1,-0.35,0.14,0.24,-7%,2,701,i,48,1,0.4,1059
CC(C)CSc1nnc(N)s1,3.0,1.6,5.4,0.03,860,i,0.5,0.23,-0.18,-0.068,0.74,-9%,0,728,i,59,1,1.8,1113
Cc1ccccc1C(=O)N/N=C/c1ccncc1,2.2,1.2,3.6,-0.08,1299,i,1.2,-0.49,-0.21,0.36,0.19,9%,·,·,i,31,1.1,1.5,1345
Cc1ccccc1S(=O)(=O)NC1OC(=O)C(Cl)=C1Cl (stereo not drawn),2.7,2.1,7.1,-0.16,1654,i,14,-0.69,0.25,-0.052,-1.7,-5%,·,·,i,28,1,-3.9,1021
COc1ccc(Cn2nc(-c3ccccc3)c(N3CCCCC3)cc2=O)cc1,1.9,2.8,2.1,-0.97,1227,i,0.4,0.7,-0.3,0.25,-0.82,3%,-1,692,i,34,1.1,0.3,999
O=c1ccc(NS(=O)(=O)c2ccc(Cl)cc2)cn1Cc1ccc(Cl)c(Cl)c1,1.2,1.4,7.2,-1.2,1673,i,1.0,0.36,-0.12,-0.063,-0.11,8%,·,·,i,21,1,-1.9,1354
OC(COCc1ccco1)CN1CCN(c2ccccc2)CC1 (stereo not drawn),3.5,2.3,8.2,0.23,1376,i,0.5,0.2,-0.35,-0.16,0.6,-13%,-2,662,i,5,1.1,2.0,578
CCn1c(Cc2ccccc2)nnc1SCC(=O)Nc1ccccc1F,5.1,1.7,9.2,-0.1,1552,i,0.2,0.72,-0.38,-0.071,-0.31,23%,19,690,i,29,1,-0.1,1489
Cc1nn(CC(=O)Nc2nc3ccccc3s2)c(C)c1[N+](=O)[O-],3.5,2.3,6.5,-0.21,1408,i,3.6,0.44,-0.23,0.74,0.81,-9%,·,·,i,40,1,-1.3,1367
S=c1[nH]nc(C2CC2c2ccc(Cl)cc2)n1-c1ccc(Cl)cc1 (stereo not drawn),1.2,3.4,11,-0.53,1380,i,0.4,0.64,-0.21,0.38,-0.82,13%,-10,747,i,25,1,-1.9,546

# Part of the list above in order of length of the SMILES, high to low:
SMILES,MT stabilize HCS,MT stabilize HCS Hoechst-high %,MT stabilize HCS cytotoxicity %,Insulin prom up,Insulin prom up cell count,Myeloid diff 2,Myeloid diff 2 GFP+ MAC1+ %,Dynein cargo inh,Dynein cargo inh cytoplasmic EGFP,Dynein cargo inh nuclear GR-EGFP,Dynein cargo inh cell count,PMI inhibitors,Lipid droplet,Lipid droplet cells 6.5 µM,T cell modulator,T cell modulator vesicle-bound %,TNAP activation fold,bCat nuc transl,bCat nuc transl cell count 5 µM
COc1ccc(CCNC(=O)C2CCN(S(=O)(=O)c3c(C)noc3C)CC2)cc1OC,1.8,1.1,7.8,-0.71,1225,i,1.4,0.14,-0.19,0.0086,0.042,8%,7,782,i,13,1.1,0.8,1194
Cc1nn(CC(=O)Nc2nc3ccccc3s2)c(C)c1[N+](=O)[O-],3.5,2.3,6.5,-0.21,1408,i,3.6,0.44,-0.23,0.74,0.81,-9%,·,·,i,40,1,-1.3,1367
Cc1ccccc1S(=O)(=O)NC1OC(=O)C(Cl)=C1Cl (stereo not drawn),2.7,2.1,7.1,-0.16,1654,i,14,-0.69,0.25,-0.052,-1.7,-5%,·,·,i,28,1,-3.9,1021
CC(C)CSc1nnc(N)s1,3.0,1.6,5.4,0.03,860,i,0.5,0.23,-0.18,-0.068,0.74,-9%,0,728,i,59,1,1.8,1113

# The list continues:
SMILES,MT stabilize HCS,MT stabilize HCS Hoechst-high %,MT stabilize HCS cytotoxicity %,Insulin prom up,Insulin prom up cell count,Myeloid diff 2,Myeloid diff 2 GFP+ MAC1+ %,Dynein cargo inh,Dynein cargo inh cytoplasmic EGFP,Dynein cargo inh nuclear GR-EGFP,Dynein cargo inh cell count,PMI inhibitors,Lipid droplet,Lipid droplet cells 6.5 µM,T cell modulator,T cell modulator vesicle-bound %,TNAP activation fold,bCat nuc transl,bCat nuc transl cell count 5 µM
CN(CC(=O)Nc1ccc(Cl)cc1)CC(=O)Nc1ccc(F)c(F)c1F,1.5,1.9,10,-0.68,1316,i,0.5,0.28,-0.27,0.24,0.75,16%,0,568,i,11,1.1,6.7,1028
O=C(NCCCCCNC(=O)c1ccccn1)c1ccccn1,3.3,1.2,6.8,-0.37,1529,i,0.7,0.28,0.84,0.66,-0.79,7%,-1,654,i,20,1,-0.6,1045
Nc1ncnc2nc(SCCc3ccccc3)[nH]c12,4.5,3.4,5.2,0.33,1187,i,2.3,-0.16,-0.31,0.56,0.38,6%,·,·,i,37,1,-0.5,1047
C=CCNS(=O)(=O)c1cccc2cc(C(=O)O)c(O)cc12,3.0,1.3,2.2,-0.04,1623,i,0.8,-0.64,-0.43,-0.5,0.41,12%,·,·,i,2,1.2,1.1,1287
FC(F)(F)c1ccccc1/C=N/Nc1ccccn1,3.6,4.5,9.7,-1.1,1597,i,0.8,-0.68,-0.38,-0.33,0.43,10%,-15,630,i,32,1,-2.8,1141
CCN(C(=O)COC(=O)c1[nH]c(=O)[nH]c(=O)c1N)c1ccccc1,6.2,2.5,9.2,-0.47,1141,i,0.8,-0.43,-0.2,0.044,0.17,-23%,4,688,i,36,1,-0.4,1085
NNC(=O)c1ccc(Cn2cc(Br)cn2)cc1,3.7,2.1,3.7,0.21,1357,i,0.4,-0.054,-0.29,-0.025,-0.41,-8%,2,723,i,29,1,·,·
O=S(=O)(c1ccc2c(c1)OCO2)N1CCN(c2nnnn2-c2ccccc2)CC1,2.0,1.2,2.0,1.4,1135,i,6.8,-0.64,-0.16,0.11,-0.34,5%,·,·,i,26,1.1,-1.9,916
CCOC(=O)N1CCC(N2C(=O)c3ccccc3C2Nc2cc(C(=O)OC)cc(C(=O)OC)c2)CC1 (stereo not drawn),6.8,2.5,8.3,-0.22,825,i,4.3,0.37,-0.19,0.42,0.076,11%,·,·,i,26,1.1,·,·
CCCCNc1ccc2c3c(cccc13)C(=O)N(CCCC)C2=O,·,·,·,·,·,+,6.4*,-6.1*,-0.37*,-3.3*,0.7*,·,-8,633,·,·,·,0.0,1402
CC(C1CCN(Cc2cn(C)nc2-c2cccc(Cl)c2)CC1)N1CCOCC1 (stereo not drawn),3.9,2.0,7.5,0.6,1438,i,0.9,-0.35,-0.25,-0.073,0.99,5%,0,714,i,53,1.1,0.4,1016
COC(=O)c1ccc(NC(=O)Cn2c(-c3nonc3N)nc3ccccc32)cc1,2.4,2.2,6.9,1.5,1693,i,0.3,0.098,-0.1,-0.49,-0.62,-4%,-2,671,i,28,0.8,4.4,866
Cc1ccc(N2C(=O)C(CN3CCCC3)C2c2ccccc2)cc1 (stereo not drawn),2.2,2.3,11,-0.51,1556,i,0.4,-0.93,-0.28,-0.4,1.2,-4%,-2,663,i,10,1.1,0.0,1503
CC(C)NC(=O)CCCc1c[nH]c2ccccc12,2.0,1.5,2.1,0.14,1013,i,0.4,-0.22,-0.18,-0.075,0.4,-10%,1,694,i,46,1.1,-0.5,1028
O=C(c1ccc(Cl)cc1)c1oc2ccccc2c1CS(=O)c1ccc(Cl)cc1 (stereo not drawn),3.3,1.4,0.1,-2.1,1025,i,5.7,0.59,-0.22,0.64,0.59,15%,·,·,i,41,1,2.1,1384
O=c1onc(-c2ccc(Cl)cc2)n1Cc1ccc(F)cc1,2.6,2.1,5.9,0.16,1578,i,0.7,-0.37,-0.16,-0.0071,-0.17,3%,7,657,i,56,1.1,-3.4,1179
O=C(/C=C/c1cccc([N+](=O)[O-])c1)N1CCN(Cc2ccc3c(c2)OCO3)CC1,3.4,3.1,9.4,·,·,i,0.9,-0.42,-0.27,0.68,0.18,1%,10,661,i,40,1.1,0.7,961
